B2AR arrestin ag: beta-arrestin recruitment by human beta2-adrenergic receptor ligands; P07550; HTLA Tango cells, beta-arrestin recruitment, luciferase luminescence, 18 h; Potency, µM (highest dose often 46.1 µM), inactives show top-dose activation, hits mostly activators; 44,000 tested, under 10 active; AID 1347077;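 note: potency is the fitted concentration of half-maximal effect; 0% = DMSO and full agonism = EC100 isoproterenol or metaproterenol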
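Tango cell line, 1% FBS DMEM; cpd titration up to 46 microM; 18 hr, 37 degrees C, 5% CO2. Luciferin/ATP substrate mix added, 15 min RT, luminescence. %Activity, CRC fitting, curve-class categorization.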
GALK inh: inhibits human galactokinase; P51570; recombinant GALK, Kinase-Glo ATP luminescence, 1 h; Potency, µM (top dose mostly 57.5 µM), for the others: top-dose activity, negative = inhibition, usual class: inhibitors; 44,000 tested, under 10 active;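 note: plate controls were full GALK reaction for no effect and reaction lacking GALK for full effect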
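5 nM GALK with 35 µM ATP and 100 µM galactose in HEPES pH 8.0, MgCl2, NaCl, DTT, BSA; 1 h RT reaction, remaining ATP detected by Kinase-Glo Plus luminescence after 10 min; qHTS concentration series.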
NTMT1 inh: inhibitors of human N-terminal methyltransferase NTMT1 | Q9BV86 | 59,000 compounds, 2.5% hits | Potency, µM (series often up to 114 µM), without a hit: at the top dose activity change, negative = inhibition, hits mostly inhibitors | NTMT1 MTase-Glo SAH luminescence, purified enzyme;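 note: potency is the fitted concentration of half-maximal effect; plate controls were DMSO vehicle for no effect and no enzyme for full effect; nearly all actives have a fitted effect of over 65% in size; many of its hits are not listed in these tables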
Target sequence (Q9BV86 whole entry, looked up): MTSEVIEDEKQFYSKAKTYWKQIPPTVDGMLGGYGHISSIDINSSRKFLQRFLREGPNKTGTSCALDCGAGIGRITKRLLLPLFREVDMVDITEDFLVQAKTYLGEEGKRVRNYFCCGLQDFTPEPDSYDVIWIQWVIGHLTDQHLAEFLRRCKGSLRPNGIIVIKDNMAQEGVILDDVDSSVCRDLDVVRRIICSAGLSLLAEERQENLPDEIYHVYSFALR
FH mod: Identification of activators of human fumarate hydratase by quantitative high-throughput screening | Fumarate hydratase, mitochondrial (Homo sapiens), P07954 | 54,000 compounds, 0.22% hits | Potency, µM (series often up to 79.9 µM), for the others: at the highest dose activity change, negative = inhibition, hits mostly inhibitors | FH coupled MDH/diaphorase resazurin fluorescence, 15 min; note: potency is the fitted concentration of half-maximal effect; % is set by controls: 0 for no effect and ±100 for the full control effect; the screen sought activators but most active calls are inhibition curves; nearly all actives have a fitted effect of over 45% in size
Target sequence (P07954 whole entry, looked up): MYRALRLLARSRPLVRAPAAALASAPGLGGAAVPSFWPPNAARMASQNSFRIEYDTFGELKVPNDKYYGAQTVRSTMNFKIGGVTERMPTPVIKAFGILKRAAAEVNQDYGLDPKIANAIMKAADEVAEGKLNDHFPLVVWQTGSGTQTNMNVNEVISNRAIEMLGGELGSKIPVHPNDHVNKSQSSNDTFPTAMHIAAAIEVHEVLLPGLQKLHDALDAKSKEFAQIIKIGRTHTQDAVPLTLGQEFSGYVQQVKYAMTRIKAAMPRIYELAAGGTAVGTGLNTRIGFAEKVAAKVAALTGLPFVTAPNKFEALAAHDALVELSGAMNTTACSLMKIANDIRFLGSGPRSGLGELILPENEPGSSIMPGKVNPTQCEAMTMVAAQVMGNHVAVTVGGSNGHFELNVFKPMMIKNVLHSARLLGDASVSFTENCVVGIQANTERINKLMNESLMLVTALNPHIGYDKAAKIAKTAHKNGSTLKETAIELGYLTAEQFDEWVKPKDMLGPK
p53null 32C tox: p53 null cell cytotoxicity, permissive temperature. AID 903. H1299-neo p53 null cells, ATP luminescence, 24 h, 32C. Potency, µM (doses to about 46.1 µM), without a hit: at the highest dose activity change, negative = cytotoxicity, hits mostly cytotoxic. 55,000 compounds, 0.62% hits;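 note: potency is the fitted concentration of half-maximal effect; 0% = DMSO only and -100% = full killing by 100 µM tamoxifen; nearly all actives have a fitted effect of over 55% in size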
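Luminescent ATP readout gave cell viability of p53-null H1299-neo cells after a 24 h compound exposure at the permissive 32C. Titrations ran up to 46 uM, and AC50s were fitted with the standard Hill equation.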
p53null 39C tox: selectivity test: cytotoxicity in p53 null cells, nonpermissive temperature | H1299 p53-null (neo) cells, 39C, ATPlite viability, 24 h | Potency, µM (highest dose often 46.1 µM), for the others: at the highest dose activity, negative = cell killing, actives largely listed as cytotoxic | 55,000 compounds, 0.97% hits | AID 904;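 note: potency is the fitted concentration of half-maximal effect; 0% = DMSO only and -100% = full killing by 100 µM tamoxifen; nearly all actives have a fitted effect of over 50% in size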
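Following overnight plating at 37C (600 cells/well), H1299-neo or H1299-p53A138V cells are dosed up to 46 uM. Incubation lasts 24 hr at 39C before ATP detection.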
TSG101-PTAP inh: TSG101-PTAP interaction inhibition, HIV-1 budding; Q99816; Fluorescence polarization, FITC-PTAP peptide/Tsg101, 20 min; Potency, µM (highest dose often 115 µM), inactives show top-dose activity change, negative = inhibition, actives largely listed as inhibitors; 44,000 tested, under 10 active; AID 1347069; note: potency is the fitted concentration of half-maximal effect; 0% is about no effect
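The Tsg101 binding domain, at 10 uM final, is mixed with compound and a FITC peptide bearing the PTAP motif (50 nM final). After 20 min at r.t., polarization is measured; actives defined by CRC class, efficacy cut-off 60% inhibition.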
Starred values were filed as active, the others as inactive; [ ] = remark or other dose. Calls come from the whole dose curve; as a rule, active = well fitted curve in the direction sought with a large enough effect; inconclusive = small, poorly fitted or top-dose-only effect, or another doubt; inactive = no such curve, though single readings can be large; an effect the other way counts as inactive or inconclusive. An excerpt; the hit share may differ from the screen's.

`O=C(CSc1nc2c([nH]c3ccccc32)c(=O)n1-c1ccccc1)N1CCOCC1` gave B2AR arrestin ag -1.1%, GALK inh -3.2%, NTMT1 inh -14.3%, FH mod -9.0%, p53null 32C tox 0.4%, p53null 39C tox 9.5% and TSG101-PTAP inh -2.4%.
For Cc1ccc(OCc2nc3ccccc3n2CCOc2ccc(Cl)cc2)cc1 the results were B2AR arrestin ag -3.2%, GALK inh -1.5%, NTMT1 inh 15.2%, FH mod inconclusive, p53null 32C tox 57.3%[activator], p53null 39C tox 2.2% and TSG101-PTAP inh -1.8%.
CCN1C(=O)c2ccccc2Sc2ccc(NC(=O)Nc3cccc([N+](=O)[O-])c3C)cc21 was read as B2AR arrestin ag -0.6%, GALK inh 2.5%, NTMT1 inh -7.8%, FH mod -16.1%, p53null 32C tox inconclusive, p53null 39C tox 8.5% and TSG101-PTAP inh -5.2%.
For COc1ccc(C(=O)N2CCN(c3nc4c(OC)cccc4s3)CC2)cc1OC the results were B2AR arrestin ag -3.7%, GALK inh -0.7%, NTMT1 inh 8.8%, FH mod 3.9%, p53null 32C tox 0.4%, p53null 39C tox 9.7% and TSG101-PTAP inh -2.4%.
`COCCN1C(=O)c2[nH]nc(-c3ccccc3O)c2C1c1ccc(Cl)c(Cl)c1` (stereo not drawn) gave B2AR arrestin ag -1.1%, GALK inh 2.8%, NTMT1 inh -0.2%, FH mod -32.1%, p53null 32C tox 50.6%[activator], p53null 39C tox 15.8µM* and TSG101-PTAP inh -1.1%.
`O=C(Nc1ccc2oc(-c3ccc4ccccc4c3)nc2c1)c1ccc(Cl)c(Cl)c1` gave B2AR arrestin ag 0.7%, GALK inh 0.0%, NTMT1 inh inconclusive, FH mod 1.9%, p53null 32C tox -2.4%, p53null 39C tox 11.7% and TSG101-PTAP inh -1.1%.
`COc1ccc(CCNC(=O)c2ccc3c(c2)sc2nc(-c4ccccc4)cn23)cc1OC` gave B2AR arrestin ag -1.1%, GALK inh -7.1%, NTMT1 inh -4.8%, FH mod -25.7%, p53null 32C tox -0.7%, p53null 39C tox -5.0% and TSG101-PTAP inh 2.2%.
Screening CCc1ccc(-c2ccc(C(=O)Oc3ccc(Br)cc3)cc2)nc1 returned B2AR arrestin ag 0.7%, GALK inh 1.3%, NTMT1 inh 4.0%, FH mod -1.1%, p53null 32C tox 8.9%, p53null 39C tox inconclusive and TSG101-PTAP inh 1.3%.
O=C(Nc1ccc2c(c1)OCO2)c1cc(-c2ccc(Cl)cc2)on1 was read as B2AR arrestin ag 0.6%, GALK inh -4.0%, NTMT1 inh 9.2%, FH mod -5.4%, p53null 32C tox 13.1%, p53null 39C tox 28.3% and TSG101-PTAP inh -1.7%.
CC(C)(C)OC(=O)N1CCC(c2c(C(=O)NCc3ccco3)cnn2-c2ccc(F)cc2)CC1 was read as B2AR arrestin ag -0.5%, GALK inh 0.1%, NTMT1 inh -24.8%, FH mod -6.3%, p53null 32C tox 10.0%, p53null 39C tox -5.8% and TSG101-PTAP inh 0.1%.
Screening COC(=O)c1ccc(NC(=O)CSc2nc3cc4ccccc4cc3[nH]2)cc1 returned B2AR arrestin ag 0.3%, GALK inh 1.8%, NTMT1 inh -2.3%, FH mod -12.1%, p53null 32C tox -17.7%, p53null 39C tox -16.2% and TSG101-PTAP inh -4.1%.
For COC(=O)c1ccccc1NC(=O)Cc1noc2ccc(C)cc12 the results were B2AR arrestin ag 0.2%, GALK inh inconclusive, NTMT1 inh -8.6%, FH mod -1.4%, p53null 32C tox 7.7%, p53null 39C tox -5.0% and TSG101-PTAP inh -0.4%.
Screening CCN(C(=O)Cn1c(C(=O)OC)cc2sccc21)c1cccc(C)c1 returned B2AR arrestin ag -0.2%, GALK inh -0.2%, NTMT1 inh 1.3%, FH mod -3.7%, p53null 32C tox 2.9%, p53null 39C tox -2.2% and TSG101-PTAP inh -8.1%.
COc1cc(OC)c(NC(=O)Cn2cnc3c(nc4n3CCCCC4)c2=O)cc1Cl was read as B2AR arrestin ag 1.0%, GALK inh 0.7%, NTMT1 inh 6.4%, FH mod 12.8%, p53null 32C tox 0.6%, p53null 39C tox -8.1% and TSG101-PTAP inh -2.9%.
`Cc1nc2ccccc2n1CCc1nc2c3ccccc3nc(SCC(=O)Nc3ccc(Br)cc3F)n2n1` gave B2AR arrestin ag -3.3%, GALK inh 2.9%, NTMT1 inh -5.5%, FH mod 10.5%, p53null 32C tox -10.4%, p53null 39C tox 19.0% and TSG101-PTAP inh 0.7%.
`Cc1ccc(NC(=O)C(Cc2c[nH]c3ccccc23)NC(=O)OC(C)(C)C)c(C)c1` (stereo not drawn) gave B2AR arrestin ag -1.2%, GALK inh -16.1%, NTMT1 inh -1.2%, FH mod -20.2%, p53null 32C tox 4.5%, p53null 39C tox 15.7% and TSG101-PTAP inh -10.9%.
For Cc1cc(Nc2cc(F)ccc2C)nc(-n2nc(C)cc2C)n1 the results were B2AR arrestin ag 0.9%, GALK inh 0.0%, NTMT1 inh 2.4%, FH mod 4.4%, p53null 32C tox -5.3%, p53null 39C tox -10.6% and TSG101-PTAP inh -1.5%.
For CCc1ccc(NS(=O)(=O)c2ccc(-c3cc(C)no3)cc2)cc1 the results were B2AR arrestin ag -0.4%, GALK inh 0.3%, p53null 32C tox 23.9%, p53null 39C tox 25.0% and TSG101-PTAP inh -5.6%.
`Cc1cc(Cl)ccc1NC(=O)Cc1ccc(NC(=O)N2CCCCc3ccccc32)cc1` gave B2AR arrestin ag -1.0%, GALK inh -11.2%, NTMT1 inh 2.2%, FH mod -1.9%, p53null 32C tox -0.7%, p53null 39C tox 14.3% and TSG101-PTAP inh -3.6%.
`CCCCN1C(C(=O)c2ccccc2)=C(OC(C)=O)c2ccccc2S1(=O)=O` gave B2AR arrestin ag inconclusive, GALK inh 0.5%, NTMT1 inh 7.4%, FH mod -14.7%, p53null 32C tox inconclusive, p53null 39C tox 5.01µM* and TSG101-PTAP inh -4.3%.
O=C(Cn1cc(SCc2c(F)cccc2Cl)c2ccccc21)N1CCCC1 was read as B2AR arrestin ag -0.1%, GALK inh inconclusive, NTMT1 inh -0.7%, FH mod -7.1%, p53null 32C tox -2.0%, p53null 39C tox 22.5% and TSG101-PTAP inh -11.0%.
For Cc1ccc(N2CC(c3nc4ccccc4n3CCC3CCCCC3)CC2=O)cc1 (stereo not drawn) the results were B2AR arrestin ag -3.2%, GALK inh 0.2%, NTMT1 inh -17.2%, FH mod -32.9%, p53null 32C tox -5.3%, p53null 39C tox -15.9% and TSG101-PTAP inh 1.7%.
`CCCCOc1ccc(C(=O)Nc2ccc3c(c2)N(C(C)=O)CCC3)cc1` gave B2AR arrestin ag 0.5%, GALK inh -3.2%, NTMT1 inh -14.6%, FH mod -6.7%, p53null 32C tox -1.7%, p53null 39C tox -3.6% and TSG101-PTAP inh -0.4%.
COc1cccc(-n2c(=O)c3c(C)c(C)sc3n(CC(=O)NCc3ccccc3)c2=O)c1 was read as B2AR arrestin ag -0.7%, GALK inh 2.8%, NTMT1 inh -3.2%, FH mod 5.9%, p53null 32C tox 6.1%, p53null 39C tox -9.4% and TSG101-PTAP inh -0.2%.
COc1ccc(NS(=O)(=O)c2ccc3[nH]c4c(c3c2)CCCC4)c(OC)c1 was read as B2AR arrestin ag 0.8%, GALK inh 0.6%, NTMT1 inh -24.7%, FH mod inconclusive, p53null 32C tox 30.8%[activator], p53null 39C tox -27.0% and TSG101-PTAP inh -0.8%.
Screening Cc1ccccc1Cn1cnc2c(oc3ccccc32)c1=O returned B2AR arrestin ag 1.6%, GALK inh -2.2%, NTMT1 inh 6.7%, FH mod -4.7%, p53null 32C tox -0.1%, p53null 39C tox -24.6% and TSG101-PTAP inh -0.5%.
Screening CN1C(=O)C(C)(C)c2cc(S(=O)(=O)NCc3ccc(C(=O)Nc4ccc(Cl)cc4)cc3)ccc21 returned B2AR arrestin ag 0.0%, GALK inh inconclusive, NTMT1 inh -26.1%, FH mod -13.4%, p53null 32C tox 1.8%, p53null 39C tox -16.6% and TSG101-PTAP inh -7.1%.
`Cc1ccc(NC(=O)CSc2nc3ccccc3c3nc(CCn4c(C)nc5ccccc54)nn23)cc1F` gave B2AR arrestin ag 0.7%, GALK inh 5.2%, NTMT1 inh -1.5%, FH mod -13.0%, p53null 32C tox inconclusive, p53null 39C tox 7.1% and TSG101-PTAP inh -4.6%.
`O=C(NCc1ccc2c(c1)CCN2C(=O)c1ccc(F)cc1)c1cc2ccccc2[nH]1` gave B2AR arrestin ag -2.7%, GALK inh -2.4%, NTMT1 inh -2.2%, FH mod -10.3%, p53null 32C tox 9.9%, p53null 39C tox 18.3% and TSG101-PTAP inh 0.5%.
Screening O=C(CSc1nc(=O)n(Cc2ccncc2)c2c1CCC2)Nc1ccc(F)cc1F returned B2AR arrestin ag -3.6%, GALK inh -1.7%, NTMT1 inh 10.7%, FH mod -27.8%, p53null 32C tox -0.8%, p53null 39C tox -1.6% and TSG101-PTAP inh -0.3%.
COc1ccccc1C(=O)N1c2ncnn2C2(CCCCC2)[C@@H]2CCCC[C@@H]21 was read as B2AR arrestin ag -2.5%, GALK inh 1.3%, NTMT1 inh -0.1%, FH mod -9.5%, p53null 32C tox -2.2%, p53null 39C tox -0.4% and TSG101-PTAP inh 0.6%.
`O=C(Nc1ccc2nc(SCC(=O)N3CCOCC3)sc2c1)c1cccc(F)c1` gave B2AR arrestin ag -2.5%, GALK inh -3.7%, NTMT1 inh 0.0%, FH mod -19.2%, p53null 32C tox -12.4%, p53null 39C tox -8.1% and TSG101-PTAP inh -10.0%.
`O=C(Cn1c(=O)n(-c2ccc(Cl)cc2)c(=O)c2c3c(sc21)CCCCC3)Nc1cccc(Cl)c1` gave B2AR arrestin ag 0.1%, GALK inh -5.3%, NTMT1 inh 6.0%, FH mod -9.1%, p53null 32C tox -0.1%, p53null 39C tox -25.6% and TSG101-PTAP inh -8.7%.

A stretch from further up, as a working copy:
`Cc1ccc(NC(=O)C(Cc2c[nH]c3ccccc23)NC(=O)OC(C)(C)C)c(C)c1` (stereo not drawn) gave B2AR arrestin ag -1.2%, GALK inh -16.1%, NTMT1 inh -1.2%, FH mod -20.2%, p53null 32C tox 4.5%, p53null 39C tox 15.7% and TSG101-PTAP inh -10.9%.
For Cc1cc(Nc2cc(F)ccc2C)nc(-n2nc(C)cc2C)n1 the results were B2AR arrestin ag 0.9%, GALK inh 0.0%, NTMT1 inh 2.4%, FH mod 4.4%, p53null 32C tox -5.3%, p53null 39C tox -10.6% and TSG101-PTAP inh -1.5%.
For CCc1ccc(NS(=O)(=O)c2ccc(-c3cc(C)no3)cc2)cc1 the results were B2AR arrestin ag -0.4%, GALK inh 0.3%, p53null 32C tox 23.9%, p53null 39C tox 25.0% and TSG101-PTAP inh -5.6%.

High-throughput results (PubChem)
